# CR mimetic SO: reduction of superoxide in aged yeast, primary screen, HTS. S. cerevisiae aged cells, superoxide DHE fluorescence; hits give low values. superoxide response (% of plate mean), % at 10 µM. 330,000 compounds, 0.18% hits;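 active means superoxide response under a set limit, about three screen SD below normal, cut at about 65% in these data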;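 further: yeast aged for seven days with compound at 30 °C before DHE staining; 100% = average MFI of all compound-treated wells on the plate with controls excluded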
# PP5 inh: PP5 phosphatase inhibitors, primary screen, biochemical, fluorescence | Serine/threonine-protein phosphatase 5 (Homo sapiens), P53041 | purified PP5c, OMFP substrate fluorescence | inhibition, % at 6.7 µM | 320,000 compounds, 0.18% hits | AID 1987, 2009;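 active means inhibition above the campaign's mean inhibition across all tested compounds plus 3 SD, cut at about 9.5% in these data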;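 further: 0% = DMSO only and 100% = 100 µM cantharidin control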
# Target sequence (P53041 whole entry, looked up): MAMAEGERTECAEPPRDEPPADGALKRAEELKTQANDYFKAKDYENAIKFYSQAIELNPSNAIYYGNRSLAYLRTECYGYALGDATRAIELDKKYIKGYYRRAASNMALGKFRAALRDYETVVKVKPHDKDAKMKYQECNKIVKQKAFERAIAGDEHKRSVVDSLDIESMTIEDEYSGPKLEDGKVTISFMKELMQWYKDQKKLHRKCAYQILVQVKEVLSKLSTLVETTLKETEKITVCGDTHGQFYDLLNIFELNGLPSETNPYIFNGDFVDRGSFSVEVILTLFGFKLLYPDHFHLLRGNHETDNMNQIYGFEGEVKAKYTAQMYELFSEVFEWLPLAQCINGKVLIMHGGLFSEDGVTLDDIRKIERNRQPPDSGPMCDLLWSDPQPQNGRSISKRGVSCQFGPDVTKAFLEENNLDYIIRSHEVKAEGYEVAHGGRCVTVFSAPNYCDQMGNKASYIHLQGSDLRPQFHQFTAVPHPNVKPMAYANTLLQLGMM
# TPT1 inhibitor: Candida albicans TPT1 enzyme inhibitors, primary screen, biochemical, fluorescence polarization. tRNA 2'-phosphotransferase TPT1 (Candida albicans SC5314). recombinant caTPT1, FP RNA substrate dephosphorylation. inhibition, % at 5 µM. 300,000 compounds, 0.81% hits. AID 1962, 2009;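 active means inhibition above the mean of all tested compounds plus 3 SD, set per screening campaign, cut at about 24% in these data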;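 further: plate controls were DMSO alone for no effect and ferristatin control at 100 nM for full effect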
# CTSL1 counter: Fasciola hepatica cathepsin L1 inhibitors, primary screen, counter-screen for PFM18AAP inhibitor project, biochemical, QFRET, fluorogenic peptide substrate; inhibition, % at 5.96 µM; recombinant F. hepatica cathepsin L1, Z-Leu-Arg-MCA fluorescence; 300,000 compounds, 0.49% hits; AID 1906, 2009;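 active means inhibition above the mean of all tested compounds plus 3 SD, set per screening campaign, cut at about 17% in these data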;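 further: 0% = plate median of test compound wells and 100% = 1 µM Z-Phe-Ala-diazomethylketone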
# PP1 inh: PP1-alpha phosphatase inhibitors, primary screen, counter-screen for PP5 inhibitor project, biochemical, fluorescence, OMFP substrate, single point. purified PP1alpha. Serine/threonine-protein phosphatase PP1-alpha catalytic subunit (Homo sapiens), P62136. 320,000 compounds, 0.9% hits. inhibition, % at 6.7 µM;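 active means inhibition above the mean inhibition of all tested compounds plus 3 SD, computed separately for each screening campaign, cut at about 15% in these data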
# JMJD2C inh: inhibitors of GASC-1 histone demethylase, primary screen, biochemical, fluorescence, DELFIA europium. inhibition, % at 2.35 µM. 330,000 compounds, 0.069% hits. GST-JMJD2C(1-420) H3K9me3 demethylation. Lysine-specific demethylase 4C (Homo sapiens), Q9H3R0;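 active means more than half of a compound's replicate wells show inhibition beyond 50%, single wells judged on their own value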;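 further: signal counts dimethyl H3K9 product captured on neutravidin plate; 0% = median of DMSO wells and 100% = 0.3 times that DMSO median; strong numbers were not always called active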
# Target sequence (Q9H3R0 1-420 limits assumed): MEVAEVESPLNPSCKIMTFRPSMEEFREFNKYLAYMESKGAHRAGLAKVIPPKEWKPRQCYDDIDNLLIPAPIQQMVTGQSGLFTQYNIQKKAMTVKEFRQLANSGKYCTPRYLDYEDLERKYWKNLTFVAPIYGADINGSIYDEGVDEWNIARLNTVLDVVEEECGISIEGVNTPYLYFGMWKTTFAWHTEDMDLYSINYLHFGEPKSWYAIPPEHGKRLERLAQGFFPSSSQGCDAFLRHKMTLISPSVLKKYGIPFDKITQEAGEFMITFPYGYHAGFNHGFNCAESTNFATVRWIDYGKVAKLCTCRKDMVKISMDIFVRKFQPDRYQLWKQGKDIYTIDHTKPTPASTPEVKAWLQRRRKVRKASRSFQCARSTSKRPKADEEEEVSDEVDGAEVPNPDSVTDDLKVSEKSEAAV
# core dimer inh: inhibitors of HCV core protein dimerization, primary screen, biochemical, TR-FRET, high-throughput | TR-FRET GST/Flag-core106 dimerization, 1536-well | inhibition, % at 5 µM | 300,000 compounds, 0.33% hits | AID 1899, 2009;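 active means inhibition above the mean of all tested compounds plus 3 SD, set per screening campaign, cut at about 45% in these data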
#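 Assay system: Tagged HCV core106 pair (GST and Flag) | Buffer or medium: KF-containing HEPES buffer, pH 7.45, DTT, CHAPS, BSA | Also added: Eu donor and XL665 acceptor anti-tag antibodies | Dosing: One concentration, 5 µM, in 0.5% DMSO | Timing: 4 h at 22.5 °C | Technique: TR-FRET 671 and 617 nm emission | Repeats: Singlicate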
# ZTA counter: ZTA (EBV) inhibition in EBNA-1 counter-screen; P03206; ZTA-DNA binding, fluorescence polarization; inhibition, % at 11 µM; 320,000 compounds, 0.15% hits; AID 2234; in the data active means inhibition above about 33%
# EBNA-1 inh: EBNA-1 DNA-binding inhibitors, primary screen, biochemical, fluorescence polarization; inhibition, % at 14.8 µM; 300,000 compounds, 0.34% hits; in the data active means inhibition above about 28%
# * hit, by the source's call; x = not tested or not shown; & = joins results of further samples. Some of the compounds tested; the hit share may differ from the screen's.
SMILES,CR mimetic SO,PP5 inh,TPT1 inhibitor,CTSL1 counter,PP1 inh,JMJD2C inh,core dimer inh,ZTA counter,EBNA-1 inh
CC(C)c1cccc(C(C)C)c1O,102.3,0.6,-0.9,-3.1,-2.3,2.7,9.4,-0.6,8.7
Oc1c(Br)cc(Br)cc1CN1CCN(Cc2ccccc2)CC1,100.2,1.0,0.9,1.4,0.6,2.9,-0.5,-0.2,1.9
C(#CCN1CCOCC1)COCc1ccccc1,109.1,-0.9,-1.2,3.7,0.1,-0.2,0.9,9.4,10.8
CCOC(=O)C1CCN(Cc2ccc(Cl)nc2)CC1,101.8,0.2,1.0,1.6,-0.5,-15.9,-3.3,16.2,-2.4
c1ccc2cc(CC3=NCCN3)ccc2c1,119.5,-0.9,-4.7,-5.1,-4.0,9.4,-0.1,-9.2,4.1
COc1ccc(C)cc1NC(=O)N1CCC2(CC1)OCCO2,94.5,-0.6,-4.5,0.9,-1.8,-5.1,-1.0,7.3,17.8
CNC(=S)N1CC2CC(C1)c1cccc(=O)n1C2 (stereo unspecified),102.6,-2.0,0.4,-2.0,-1.1,16.0,-1.7,5.0,6.5
CN(C)c1ccc(C=C(C#N)C#N)cc1,81.3,-0.6,39.9*,7.2,-0.7,-4.3,-3.2,-3.5,-3.1
CCCCN=C[C@]12CCC(O)CC1(O)CCC1[C@@H]2CC[C@]2(C)[C@H](C3C=CC(=O)O3)CCC12O (stereo partly specified),87.0,0.1,-1.7,-4.5,0.1,8.8,3.0,-6.2,-0.8
CC(=O)Nc1ccccc1C(=O)OCC(=O)c1ccccc1Cl,102.7,1.8,-1.0,-1.7,-5.8,-3.1,6.0,9.4,7.5
Clc1ccc(N2CC2c2ccncc2)cc1 (stereo unspecified),105.5,2.0,-1.9,-0.4,3.6,-7.7,-3.5,6.0,-6.0
COC(=O)[C@]12OC[C@]34C([C@@H](O)[C@@H]1O)[C@]1(C)CC(=O)C(O)=C(C)[C@@H]1C[C@H]3OC(=O)[C@H](O)[C@@H]24 (stereo partly specified),x,1.5,-4.3,-1.7,2.1,1.9,-11.2,-1.0,6.6
COC(=O)C1=C(c2ccc(C(C)=O)cc2)C[C@@H]2CC[C@H]1N2C(=O)NCc1ccc(C(F)(F)F)cc1,107.6,1.4,x,x,-4.4,3.9,x,-6.9,x
CCN1C(=O)NC(=O)/C(=C/c2cc(C)n(-c3sc(C)c(C)c3C#N)c2C)C1=O,100.1,-0.1,20.1,4.8,0.1,23.1,6.1,-7.4,0.6
O=C(CN1CCOCC1)NCC(=O)Nc1ccc(Br)cc1C(=O)c1ccccc1,88.1,-1.6,3.3,2.5,-1.5,7.9,-3.5,7.3,-6.1

# Part of the list above, set out differently.
smiles: COc1ccc(C)cc1NC(=O)N1CCC2(CC1)OCCO2
  CR mimetic SO = 94.5 | PP5 inh = -0.6 | TPT1 inhibitor = -4.5 | CTSL1 counter = 0.9 | PP1 inh = -1.8 | JMJD2C inh = -5.1 | core dimer inh = -1.0 | ZTA counter = 7.3 | EBNA-1 inh = 17.8
smiles: CNC(=S)N1CC2CC(C1)c1cccc(=O)n1C2 (stereo unspecified)
  CR mimetic SO = 102.6 | PP5 inh = -2.0 | TPT1 inhibitor = 0.4 | CTSL1 counter = -2.0 | PP1 inh = -1.1 | JMJD2C inh = 16.0 | core dimer inh = -1.7 | ZTA counter = 5.0 | EBNA-1 inh = 6.5

# (cont.)
SMILES,CR mimetic SO,PP5 inh,TPT1 inhibitor,CTSL1 counter,PP1 inh,JMJD2C inh,core dimer inh,ZTA counter,EBNA-1 inh
O=c1cccc2n1C[C@H]1C[C@@H]2CN2CCCC[C@@H]12,89.7,2.1,0.9,2.4,2.3,-8.8,-4.6,-3.4,3.3
CCOC(=O)c1c(C)c(P(=S)(N2CCOCC2)N2CCOCC2)n(C)c1C,89.6,0.7,-3.4,-4.5,-2.0,-5.8&3.1,0.6,6.0,8.9
O=S(=O)(c1ccc(Cl)cc1)c1ccc(Cl)cc1,116.5,2.7,x,x,-0.2,-1.1,x,2.4,x
Cn1cccc1CNCCc1ccccc1,89.7,0.7,-7.7,2.8,-2.1,1.5,-10.8,-10.2,16.1
COc1ccccc1N1CCN(Cc2cccc(Br)c2)CC1,98.1,4.5,-1.6,3.8,4.3,0.6,-0.3,-13.6,-4.8
COC(=O)C1=C(c2ccc(Cl)c(C(F)(F)F)c2)C[C@@H]2CC[C@H]1N2C(=O)N1CCCC1,101.2,3.5,x,x,-0.9,-10.1,x,18.3,x
CCn1c(O)c(/C=N/NC(=O)c2ccncc2)c(=O)[nH]c1=S,112.5,-2.9,6.4,-0.3,-4.6,-34.8,-1.9,-8.3,-2.5
Cn1c(=O)c2nncnc2n(C)c1=O,116.9,1.7,-6.8,2.5,2.7,-6.2,-8.2,-11.4,-6.7
CCN(CC)c1ccc([N+](=O)[O-])c2cccnc12,101.8,4.0,0.0,1.3,-3.5,-14.6,-3.3,4.9,-8.2
CCOP(=S)(OCC)SCCSCC,88.5,1.1,x,x,-4.3,10.8,x,-9.9,x
Oc1cc2c(cc1CN1CCN(c3ccc(F)cc3)CC1)OCO2,96.9,1.6,-2.6,1.3,2.2,0.8,0.1,-18.3,6.0
ClC1=CCC2CN(CCN3CCCCC3)CC2C1 (stereo unspecified),87.7,1.0,-5.7,-1.1,0.7,18.7,-8.0,-1.3,4.3
COC(=O)C1=C(c2ccc(OC(F)(F)F)cc2)C[C@@H]2CC[C@H]1N2C(=O)N1CCCCC1,109.8,3.6,x,x,2.8,1.4,x,-1.5,x
NC(=O)c1cn(C2OC(CO)C(O)C2O)c2ncnc(N)c12 (stereo unspecified),85.5,-2.9,-4.0,15.2,-3.7,4.8,2.1,7.3,13.4
CCOc1ccc(-n2c(O)c(C=NCCCn3ccnc3)c(=O)[nH]c2=O)cc1,104.5,-0.8,2.5,0.6,-1.1,89.9,-1.3,2.6,-1.8
Nc1ccc(S(=O)(=O)N2CCCCC2c2cccnc2)cc1 (stereo unspecified),87.0,0.3,0.8,0.8,-1.6,-4.6,-3.4,-3.2,1.6
CCCNC(=O)N1[C@H]2CC[C@@H]1C(C(=O)OC)=C(c1ccccc1)C2,101.0,-0.9,-1.5,-1.8,-2.4,0.9,-0.4,10.3,23.5
Cc1c(Cl)cccc1N1C(=O)NC(=O)/C(=C\c2cc(C)n(-c3cccc(C(=O)O)c3C)c2C)C1=O,99.1,2.8,13.0,-2.3,3.2,13.4,10.7,0.4,-12.3
COc1ccccc1CCNC(=O)CCC(=O)N1CC2C[C@@H](C1)Cn1c2cccc1=O,108.7,0.0,-1.4,-1.2,0.5,0.0,-3.3,-4.7,-2.1
C(=N\NC1=NCCCCC1)/c1c[nH]c2ccccc12,115.4,-0.1,-1.2,-1.9,-2.2,0.4,-3.5,-1.8,2.8
Oc1ccc(Cl)c(Cl)c1Cl,81.1,1.1,x,x,-3.5,4.6,x,1.6,x
COc1ccc(C(CN(C)C)C2(O)CCCCC2)cc1 (stereo unspecified),91.2,-1.2,-3.0,-0.7,-0.2,-6.6,-0.1,-18.4,3.7
COC(=O)C1=C(c2ccc(S(C)(=O)=O)cc2)C[C@@H]2CC[C@H]1N2C(=O)NCCNC(C)=O,99.1,1.4,-4.9,1.0,2.3,4.8,-5.1,-18.1,3.1
O=c1[nH]c(=S)[nH]c(O)c1N=Nc1ccc(SC(F)F)cc1,96.2,-0.9,14.3,7.9,1.2,-2.9,-9.8,2.4,-5.3
CCc1ccc(CNCCc2ccc(F)cc2)cc1,92.0,-0.5,-4.1,4.8,-1.2,0.1,-7.8,-4.0,16.0
C=CCn1c(O)c(C(CC)=Nc2ccc(C(=O)O)cc2)c(=O)[nH]c1=O,94.8,0.3,-3.7,-0.9,2.9,-0.1,-5.9,-13.8,2.9
O=C(NC(=S)N1C[C@H]2C[C@H](C1)c1cccc(=O)n1C2)c1ccc(F)cc1,79.8,1.7,-2.7,1.3,-5.5,-0.6,1.6,-8.5,4.0
O=C(COC(=O)c1ccc(O)cc1)Nc1ccc(Cl)cc1C(=O)c1ccccc1,95.7,2.7,-2.2,1.4,0.8,1.0,0.1,-0.1,-1.7
CCOc1ccc(-n2c(O)c(C=NCCN3CCNCC3)c(=O)[nH]c2=O)cc1,90.2,2.0,-0.3,3.7,-6.7,-0.2,-1.3,0.0,2.7
O=C1NC(=O)C(=Cc2ccc(OCCOc3ccc([N+](=O)[O-])cc3)cc2)C(=O)N1,77.8,2.8,4.6,-2.7,-0.1,-0.6,-3.4,-7.2,9.8
COC(=O)C1=C(c2cccc(C#N)c2)C[C@@H]2CC[C@H]1N2C(=O)NCc1cccc2ccccc12,108.6,0.8,x,x,1.5,0.9,x,-8.0,x
O=C(CCN1CCCCC1)Nc1ccc(Br)cc1C(=O)c1ccccc1,99.2,0.8,2.5,-4.9,7.5,-13.8,4.7,-8.0,-4.0
Cc1ccc(N2C(=O)NC(=O)/C(=C\C=C\c3ccco3)C2=O)cc1C,123.4,-2.9,37.7*,-0.8,-1.8,12.5,7.9,19.4,-1.6
CCOC(=O)C1(c2ccccc2)CCN(CC(=O)Nc2ccc(C)cc2)CC1,95.8,0.7,-2.6,0.3,3.8,5.1,6.6,9.2,3.8
CCN(CC)C(=O)N[C@H]1C[C@@H]2c3cccc4[nH]cc(c34)C[C@H]2N(C)C1,96.5,0.8,-3.8,-1.6,1.3,8.1,-5.2,-15.8,7.1
CC(N)Cc1c[nH]c2cc3c(cc12)OCCO3 (stereo unspecified),86.3,3.5,0.8,-1.4,0.7,6.6,-8.4,3.7,-2.2
Cc1ccc(-c2nc3ccccc3c(=O)n2-c2ccncc2)cc1,101.7,1.1,-2.5,3.7,-2.5,2.0,4.7,13.0,8.9
Oc1c(Br)c(Br)c(Br)c(Br)c1Br,119.7,3.7,x,x,9.8,5.9,x,0.2,x
COc1ccc(NC(=O)c2cn(CCC#N)nc2-c2ccc(OC)c(OC)c2)cc1,91.3,2.0,1.4,2.0,-7.8,2.7,-9.6,-15.2,-10.1
N#CC(C#N)=NNc1ccc(S(N)(=O)=O)cc1,92.1,-1.1,0.8,1.8,0.4,3.3,-2.5,-3.1,0.4
Cc1c(C(c2ccccc2Cl)c2c(O)c3ccccc3oc2=O)c(=O)n(-c2ccccc2)n1C (stereo unspecified),81.2,2.5,-2.3,7.0,2.7,3.1,-1.5,-2.2,4.9
COC(=O)C1=C(c2ccc(F)cc2OCc2ccccc2)C[C@@H]2CC[C@H]1N2C(=O)NCCO,112.8,1.9,x,x,-5.7,5.6,x,0.5,x
CS(=O)(=O)N1CCCC(C(=O)N2CCC3(CC2)OCCO3)C1 (stereo unspecified),86.1,3.4,-2.4,4.2,-0.9,1.3,-2.8,-14.0,10.2
O=CNc1ccc(OP(=O)(Oc2ccccc2)Oc2ccccc2)cc1,103.8,-0.6,0.8,-2.5,-3.5,3.8,5.0,-7.2,4.8
CCN1CCN(Cc2cc(OC)c(OC)cc2[N+](=O)[O-])CC1,112.5,-0.8,-4.1,2.1,-3.8,3.9,-5.2,10.5,10.6
CN(C)C(=O)Oc1cccc(NC(=O)N2CCOCC2)c1,95.2,2.4,-0.7,-3.5,-3.5,-2.2,-4.3,-4.1,-6.1
Cc1ccc(C(O)(c2ccc(C)c(C)c2)C2CN3CCC2CC3)cc1C (stereo unspecified),95.0,0.3,-4.3,-2.6,5.0,-1.1,-1.6,8.3,7.3
